# Compound activity deposited in PubChem by National Center for Advancing Translational Sciences (NCATS).
# USP2a inh: USP2a (human) protease inhibition; Potency, µM (doses to about 38.3 µM), for the others: at the top dose activity change, negative = inhibition, usual class: inhibitors; actives 0.01% (n = 330,000); USP2 core, Ub-CHOP2 coupled fluorogenic reporter, 485/531; O75604;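 further: potency means the concentration at half of the fitted maximal effect; plate controls were DMSO wells for no effect and full inhibition by NEM control for full effect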
#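 Deubiquitinase activity read as fluorescence (485/531 nm) after Ub-CHOP2 cleavage activates the enterokinase reporter on its substrate; USP2 core 10nM, Ub-CHOP2 and substrate 25nM each, 30min compound preincubation then 60min RT; data normalized to NEM, curves fitted.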
# FBPA coupling cs: inhibits coupling enzyme system, counter-screen for aldolase hits; actives 0.67% (n = 290,000); activity change, negative = inhibition, % at 58.2 µM, hits read low; coupling enzyme system counterscreen, AmpLite Red fluorescence; AID 2472; in the data active means activity change below about -30%; further: on the % scale 0 is the no-effect control and ±100 the full control effect
#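 Compounds tested against the coupling enzymes alone at 57.5 uM final; readout was AmpLite Red fluorescence (525/598 nm) after 20 min at RT.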
# Menin-MLL TR inh: menin-MLL binding inhibition, Texas Red mutant peptide | O00255 | Menin + Texas Red MLL mutant peptide, fluorescence polarization | Potency, µM (top dose mostly 61.6 µM), for inactives: at the top dose FP activity change, negative = inhibition, most hits filed as inhibitors | actives 0.23% (n = 270,000) | AID 1768; active means well fitted inhibition curve with a large enough effect in the polarisation, with a control signal flat, not every such curve was filed as active; inconclusive means small, poorly fitted or top-dose-only effect, or effect the other way, or a change in a side signal; inactive means no such curve, though single readings can be large or run the other way; the % refers to the polarisation; further: potency means the concentration at half of the fitted maximal effect; % of control where 0% means no effect; many of its hits are not listed in these tables
# CXXC DNA block: inhibitors of human MLL CXXC domain-DNA interaction; Q03164; MLL-CXXC / FITC-HOXA9 DNA fluorescence polarization; Potency, µM (top dose mostly 115 µM), for inactives: at the top dose activity change, negative = inhibition, usual class: inhibitors; actives 0.037% (n = 290,000); AID 2662; active means well fitted inhibition curve with a large enough effect in the polarisation, with a control signal flat, not every such curve was filed as active; inconclusive means small, poorly fitted or top-dose-only effect, or effect the other way, or a change in a side signal; inactive means no such curve, though single readings can be large or run the other way; the % refers to the polarisation; further: potency means the concentration at half of the fitted maximal effect
#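 Steps: dispense CXXC domain solution (7 uM) → pin compounds or unlabeled HOX-A9 DNA control → 5 min ambient → add FLSN-HOX-A9 solution (50 nM) → spin → 30 min ambient → fluorescence polarization. Tris pH 7.5/NaCl/DTT/BSA buffer.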
# TRPV1 agonist: human TRPV1 agonism; activation, % at 8.33 µM; TRPV1-expressing cells, Fluo-8 calcium influx, agonist mode; Q8NER1; actives 0.19% (n = 320,000); in the data active means activation above about 80%; inconclusive means between about 30% and that limit; further: 0% is about no effect
#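 Fluo-8 calcium influx in TRPV1-expressing cells, kinetic read (ex 480/em 520 nm). Compound added and read 3 min for agonist activity, followed by capsaicin at EC20 final and 2 min further read for enhancement.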
# PKM2 activator: activators of human pyruvate kinase M2; P14618; purified PKM2, Kinase-Glo ATP luminescence, activation; response scale: 0% is enzyme alone, no compound; Potency, µM (top dose mostly 57.5 µM), for inactives: at the top dose activation, hits mostly activators; actives 0.34% (n = 260,000); AID 1631; further: potency means the concentration at half of the fitted maximal effect; on the % scale 0 is the no-effect control and ±100 the full control effect; nearly all actives have a fitted effect of over 55% in size
#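 Purified hPK-M2 (>95%) run at intermediate activity with 0.1 mM ADP and 0.5 mM PEP in 50 mM imidazole pH 7.2, KCl, MgCl2; 1 h room temperature. ATP formed read by Kinase-Glo luminescence; normalized to uninhibited and no-enzyme controls.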
# GALK inh: blocks human galactokinase activity. actives 0.007% (n = 270,000). Purified GALK, Kinase-Glo residual ATP luminescence. AID 1868. P51570. Potency, µM (highest dose often 57.5 µM), inactives show at the top dose activity change, negative = inhibition, actives largely listed as inhibitors; further: potency means the concentration at half of the fitted maximal effect; on the % scale 0 is the no-effect control and ±100 the full control effect
#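 Quantitative HTS: GALK 5 nM, ATP 35 uM, galactose 100 uM, 1 h room temperature, then luciferase-based ATP detection.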
# hERG WT inh: KCNH2 (human, wildtype) channel inhibition | actives 0.37% (n = 340,000) | AID 720551 | activity change, % at 1.84 µM | U2OS, BacMam KCNH2, thallium flux FluxOr; active compounds read low | Q12809;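 active means maximum activity change below -70%; inconclusive means maximum activity change between -70% and -50%; inactive means maximum activity change above -50%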; further: on the % scale 0 is the no-effect control and ±100 the full control effect
# Target sequence (Q12809 whole entry, looked up): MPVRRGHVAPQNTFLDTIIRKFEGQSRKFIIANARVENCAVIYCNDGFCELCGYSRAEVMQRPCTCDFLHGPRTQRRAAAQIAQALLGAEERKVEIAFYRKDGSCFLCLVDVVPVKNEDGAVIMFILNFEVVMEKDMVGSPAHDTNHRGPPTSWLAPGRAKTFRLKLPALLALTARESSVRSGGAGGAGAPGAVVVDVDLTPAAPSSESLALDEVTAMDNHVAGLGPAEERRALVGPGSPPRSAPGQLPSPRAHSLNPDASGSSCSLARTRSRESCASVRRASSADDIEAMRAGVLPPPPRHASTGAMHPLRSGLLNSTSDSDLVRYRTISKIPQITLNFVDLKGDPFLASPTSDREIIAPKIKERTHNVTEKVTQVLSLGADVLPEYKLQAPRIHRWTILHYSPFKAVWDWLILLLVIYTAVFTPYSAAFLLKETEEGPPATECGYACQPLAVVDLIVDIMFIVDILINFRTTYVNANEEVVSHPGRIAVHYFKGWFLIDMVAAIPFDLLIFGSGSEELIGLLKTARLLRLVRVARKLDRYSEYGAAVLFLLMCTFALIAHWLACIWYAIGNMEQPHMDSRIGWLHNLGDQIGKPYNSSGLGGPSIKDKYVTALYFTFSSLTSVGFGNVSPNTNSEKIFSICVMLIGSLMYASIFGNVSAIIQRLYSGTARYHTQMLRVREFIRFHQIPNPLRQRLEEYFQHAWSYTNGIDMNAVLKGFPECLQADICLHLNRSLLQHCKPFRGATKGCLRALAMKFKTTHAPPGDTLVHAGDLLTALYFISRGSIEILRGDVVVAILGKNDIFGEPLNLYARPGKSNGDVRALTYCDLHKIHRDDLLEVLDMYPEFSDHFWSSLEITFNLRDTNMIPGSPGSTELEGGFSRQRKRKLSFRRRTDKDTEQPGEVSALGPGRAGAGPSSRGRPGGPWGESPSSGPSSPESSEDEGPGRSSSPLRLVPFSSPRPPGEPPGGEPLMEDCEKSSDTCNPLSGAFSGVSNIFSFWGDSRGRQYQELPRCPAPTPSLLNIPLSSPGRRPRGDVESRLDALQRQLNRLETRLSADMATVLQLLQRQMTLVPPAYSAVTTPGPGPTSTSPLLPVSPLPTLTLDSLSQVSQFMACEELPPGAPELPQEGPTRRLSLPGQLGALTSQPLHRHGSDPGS
#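 U2OS cells transduced with wild-type KCNH2 virus are loaded with FluxOr dye for 45 min, and thallium flux is measured in kinetic reads before and after stimulation buffer. Rate constants are normalized to DMSO controls.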
# B2AR arrestin: beta2AR (human) beta-arrestin recruitment activity. beta-arrestin recruitment to beta2AR, cell-based reporter. Potency, µM (highest dose often 46.1 µM), without a hit: top-dose activation, actives largely listed as activators. actives 0.02% (n = 330,000). AID 492947;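 further: potency means the concentration at half of the fitted maximal effect; 0% = DMSO controls and full agonism = EC100 isoproterenol or metaproterenol; nearly all actives have a fitted effect of over 65% in size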
# KCNH2 3.1 inh: inhibitors of human KCNH2 3.1 potassium channel isoform; actives 0.95% (n = 340,000); activity change, % (tested at about 1.8 µM); U2OS KCNH2 3.1, thallium flux FluxOr; active compounds read low;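 active means maximum activity change below -70%; inconclusive means maximum activity change from -70% to -50%; inactive means maximum activity change above -50%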;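 further: thallium influx rate constant from kinetic fluorescence after stimulation buffer; on the % scale 0 is the no-effect control and ±100 the full control effect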
#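 Kinetic fluorescence (2 min after stimulation buffer) measures Tl+ influx through KCNH2 3.1 expressed by viral transduction in U2OS cells; the rate constant is normalized against DMSO controls serving as positive and negative references.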
# Giardia kill: Giardia lamblia killing; Giardia lamblia trophozoite viability; activity change, % at 7.66 µM, hits read low; actives 0.15% (n = 340,000); AID 540267; in the data active means activity change below about -80%; inconclusive means between about -30% and that limit;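 further: parasites exposed to compound for two days anaerobically before the ATP read; on the % scale 0 is the no-effect control and ±100 the full control effect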
#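 ATP-content bioluminescence gauges trophozoite survival. Cells (100/well) receive compound and incubate anaerobically for 48 hrs at 37 deg C; detection reagent follows for 15-30 min at room temperature.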
# An asterisk follows results filed as active; u = inconclusive; x = no result given; [ ] = dose if it differs, or a comment. Unless noted, the call rests on the fitted dose curve; in most records, active means well fitted curve in the direction sought with a large enough effect; inconclusive means small, poorly fitted or top-dose-only effect, or another doubt; inactive means no such curve, though single readings can be large; an effect the other way counts as inactive or inconclusive. Some of the compounds tested (hit frequency here may not be typical).
Structure	USP2a inh	FBPA coupling cs	Menin-MLL TR inh	CXXC DNA block	TRPV1 agonist	PKM2 activator	GALK inh	hERG WT inh	B2AR arrestin	KCNH2 3.1 inh	Giardia kill
Cc1ccc(C(=O)CC(C(=O)O)n2cccn2)cc1 (stereo not given)	-1%	-1	-2%	2%	3	2%	5%	14	0.5%	2	0
Cc1cccc(OCC(=O)O/N=C(\N)c2ccccn2)c1C	0%	0	-5%	-14%	10	0%	2%	-13	-0.3%	-13	-10
Cc1ccc(S(=O)(=O)N(C)/C(=N/S(=O)(=O)c2ccccc2)c2ccccc2)cc1	-1%	-22	-2%	3%	2	1%	0%	-2	-0.3%	1	3
COC(=O)C(C)NC(=O)c1cn(-c2ccccc2OC)c(=O)c2ccccc12 (stereo not given)	8%	2	-12%	15%	-3	x	2%	10	0.1%	-8	-17
O=C1Oc2ccccc2C2(O)C3CCCCCC3C12 (stereo not given)	-7%	3	4%	1%	0	-5%	-2%	-8	0.4%	10	-24
c1ccc(N2CCN(c3nc4ccccc4n4cnnc34)CC2)cc1	2%	1	0%	2%	19	0%	2%	0	-0.9%	0	12
Cc1cc([N+](=O)[O-])nn1CC(=O)NCc1ccco1	2%	2	-1%	-2%	2	4%	2%	-9	-0.2%	17	-8
O=c1oc2cc(O)ccc2cc1-c1nc2c(s1)CCc1ccccc1-2	u	-14	u	u	83*	-7%	-2%	-157*	-0.3%	-32	12
CCOc1ccccc1N1CCN(C(=O)c2cc[n+]([O-])cc2)CC1	2%	0	-6%	-17%	2	-7%	3%	5	-0.1%	-16	-9
Cc1ccc(CNC(=O)c2sccc2-n2cccc2)cc1	0%	6	-7%	7%	10	15%	2%	-6	0.0%	-4	-4
COc1ccc(C(=O)Nc2cc(C)nc3ccccc23)cc1OC	2%	5	-10%	-2%	-1	-1%	1%	-1	0.0%	1	0
CN(C)/C=C1\C(=O)NN=C1C(F)(F)F	-9%	2	-24%	-5%	-2	x	2%	-8	0.1%	2	-19
O=C(O)C1CSC(c2ccc(O)c([N+](=O)[O-])c2)N1 (stereo not given)	2%	1	11%	-15%	-1	-33%	7%	16	0.0%	-2	-30
CC1CN(C(=O)c2ccc3c(c2)OCO3)CC(C)O1 (stereo not given)	0%	4	5%	-2%	4	-1%	1%	-3	0.2%	6	9
CN(C)CC(O)COc1ccc(C(C)(C)c2ccc(OCC(O)CN(C)C)cc2)cc1 (stereo not given)	-10%	0	-10%	6%	1	0%	-2%	-3	0.2%	-2	-18
O=C(O)C1CCN(C(=O)COc2ccc3c4c(c(=O)oc3c2)CCC4)CC1	5%	1	-21%	4%	6	-2%	1%	0	-0.6%	-5	5
Cn1c(=O)[nH]c2ccc([N+](=O)[O-])nc21	1%	-2	-6%	-13%	-6	-1%	0%	0	-0.2%	7	-5
CCOC(=O)CSc1nc2ccccc2c(=O)n1Cc1ccco1	5%	1	3%	-4%	6	11%	1%	3	0.0%	0	12
O=c1c(-c2n[nH]c(=S)o2)cccn1Cc1ccccc1	4%	8	-2%	3%	7	-2%	-2%	3	-0.1%	4	3
CC(=O)c1ccccc1NC(=O)CCCNC(=O)c1ccc(Cl)cc1	-1%	1	2%	-4%	18	6%	9%	0	-0.2%	-21	-10
CCCNC(=O)NC(=O)COC(=O)c1oc2ccc(OCC)cc2c1C	5%	0	u	1%	-1	0%	0%	8	0.4%	-26	-10
CC(=O)N1CCc2cc(C(=O)CN3CCN(c4ccccn4)CC3)ccc21	1%	-3	x	2%	4	10%	x	5	-0.5%	-14	11
O=C(CNC(=O)c1ccccc1)Oc1ccc([N+](=O)[O-])cc1	2%	-4	1%	0%	-3	-1%	-1%	-15	0.4%	23	46[activator]
COCCN(CC(=O)NCc1ccc2c(c1)OCO2)C(=O)CCC(=O)Nc1nccs1	-1%	-1	-2%	2%	3	5%	-3%	0	-0.2%	-9	15
COc1ccc(C(=O)C[n+]2ccc(C)cc2)cc1	1%	3	-13%	2%	-6	7%	2%	-1	-1.1%	8	6
COc1ccc(OC)c(C2C(C(C)=O)=C(O)C(=O)N2CCN2CCOCC2)c1 (stereo not given)	2%	4	-8%	2%	0	0%	3%	-4	-0.3%	2	13
CCc1nnc(NC(=O)CCC(=O)Nc2ccccc2)s1	0%	-3	7%	7%	-1	-1%	-2%	-3	0.1%	1	2
CCc1cc(CNC(=O)C2CCC(=O)N(CCc3ccc(OC)cc3)C2)on1 (stereo not given)	-1%	0	-12%	-1%	-1	-2%	2%	0	0.3%	1	-5
CCn1cc(C(=O)Nc2sc(C)c(C)c2C(=O)OC)cn1	3%	1	-7%	-1%	8	1%	2%	-23	-0.6%	-16	18
Cc1cccc(-c2nsc(SCC(=O)NCC3CCCO3)n2)c1 (stereo not given)	7%	4	-8%	14%	10	-3%	-1%	-13	0.0%	4	33[activator]
COc1cc(NC(=O)c2ccccc2)c(OC)cc1NC(=O)Cc1ccccc1	-4%	0	-9%	-10%	u	0%	2%	-39	-0.2%	-6	10
COc1nc(NCc2ccco2)nc(NC2CCCCC2)n1	-2%	0	-22%	6%	6	-4%	-3%	6	-0.3%	15	8
Cc1cc(OCC(=O)Nc2ccc(N3CCN(C(=O)c4ccco4)CC3)cc2)cc(C)c1Cl	0%	0	-11%	28%	5	0%	0%	17	-0.1%	-9	7
O=C(NCc1ccc2c(c1)OCO2)c1cc2n(n1)C(C(F)(F)F)CC(c1ccc3c(c1)OCO3)N2 (stereo not given)	-1%	0	-7%	20%	-1	1%	0%	-34	0.3%	-18	10
O=C(c1cc(C2CC2)nn1-c1ccccc1)N1CCN(c2ncc(C(F)(F)F)cc2Cl)CC1	-2%	x	x	x	13	x	x	-4	-0.3%	-11	-8
COc1ccc(CNC(=O)c2cc(C(=O)C3CC3)c[nH]2)cc1	1%	x	x	-6%	1	-1%	-4%	0	3.1%	12	-10
CCN1CCN(C(=O)Cn2nc(-c3ccc(Cl)cc3)ccc2=O)CC1	2%	0	0%	0%	-1	0%	0%	4	-0.2%	37	20
O=C(OCC(=O)N1CCN(C(=O)c2ccco2)CC1)c1cncc(Br)c1	3%	x	x	x	-2	x	x	-1	-1.0%	-13	-19
O=C(/C=C/c1cc([N+](=O)[O-])ccc1OC(F)F)NCc1ccc(Cl)cc1	2%	0	32%[activator]	5%	-1	-4%	0%	3	0.4%	12	-12
COc1cc2nc(=S)n3[nH]c(CCn4c(C)nc5ccccc54)nc3c2cc1OC	-1%	-6	10%	32%[activator]	3	5%	-1%	-2	-0.5%	-6	-11
CSc1nc(C)c(C(=O)Nc2ccccc2)c(-c2ccco2)c1C#N	-9%	-12	x	-9%	1	-5%	-1%	-12	3.2%	15	-24
O=C(/C=C/c1ccco1)Nc1ccccc1N1CCCCC1	-12%	5	-12%	34%[activator]	16	-7%	-1%	x	0.2%	0	3
Cc1cccc(N2C(=O)C(O)=C(C(=O)c3cccs3)C2c2cccc(Oc3ccccc3)c2)n1 (stereo not given)	-1%	-2	x	-9%	2	-6%	1%	3	-0.4%	-8	3
O=C(N/N=C\c1cc([N+](=O)[O-])ccc1N1CCOCC1)c1ccccn1	4%	4	-2%	13%	7	1%	2%	-3	0.5%	-6	-8
Oc1ccc(-c2csc(Nc3ncccn3)n2)cc1	3%	0	u	-9%	-3	-4%	10%	-5	-0.2%	5	10
COc1ccc(/C(N)=N/OC(=O)CCC2CCCC2)cc1	-6%	2	13%	2%	7	-2%	2%	-6	1.0%	-15	1
COCCNC(=O)C(Cc1c[nH]c2ccccc12)NC(=O)OCc1ccccc1 (stereo not given)	0%	-3	-6%	-21%	-3	u	1%	14	-0.4%	8	-1
CCN(C(=O)CSc1nc2ccccc2c(=O)n1Cc1ccc(C)cc1)C1CCS(=O)(=O)C1 (stereo not given)	-1%	x	x	x	2	x	x	-4	0.2%	u	33[activator]
COc1cccc(CNC(=S)Nc2cc(OC)ccc2OC)c1	-1%	2	-9%	-12%	u	3%	11%	2	-0.1%	-17	-7
O=C(N/N=C\c1cccc(OC(=O)c2ccco2)c1)c1ccc2c(c1)OCO2	1%	0	4%	100%[activator]	13	0%	0%	5	-0.5%	1	3
Cc1cc(/C=C2/SC(=O)N(CC(=O)OC(C)C)C2=O)c(C)n1C	1%	0	1%	-12%	13	2%	-4%	-14	0.0%	-8	-3
